Assay outcomes from PubChem BioAssay.
TrxR1 substrate: substrates of rat thioredoxin reductase 1; O89049; purified TrxR1 substrate turnover, NADPH consumption readout; Potency, µM (series often up to 114 µM), for inactives: at the highest dose activity change, negative = substrate turnover; hit rate 0.01% among 390,000; also: potency is read from the fitted curve at half-maximal effect; % is scaled to controls: 0 for no effect and ±100 for the full control effect; nearly all actives have a fitted effect of over 50% in size
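Rat TrxR1, dispensed at 90 nM, was prereduced with 400 uM NADPH (final) for 5 min at ~22 deg C, then incubated with compound 15 min before 400 uM selenite. A first-read NADPH fluorescence drop versus no-compound background flagged substrates.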
Pin1 inhibitor: blocks the human prolyl isomerase Pin1 | hit rate 0.009% among 390,000 | Pin1 FP peptide displacement, HiFluor488, 10 min | Potency, µM (top dose mostly 115 µM), without a hit: at the highest dose activity, negative = inhibition, most hits filed as inhibitors | AID 504891 | Q13526; active = well fitted inhibition curve with a large enough effect in the polarisation, with a control signal flat, not every such curve was filed as active; inconclusive = small, poorly fitted or top-dose-only effect, or effect the other way, or a change in a side signal; inactive = no such curve, though single readings can be large or run the other way; the % refers to the polarisation; also: potency is read from the fitted curve at half-maximal effect; % is scaled to controls: 0 for no effect and ±100 for the full control effect
Target sequence (Q13526 whole entry, looked up): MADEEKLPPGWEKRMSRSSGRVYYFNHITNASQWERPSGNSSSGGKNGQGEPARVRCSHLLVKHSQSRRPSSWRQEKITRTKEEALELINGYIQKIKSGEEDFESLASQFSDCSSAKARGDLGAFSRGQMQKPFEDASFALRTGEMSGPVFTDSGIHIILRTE
USP1-UAF1 inh: blocks the human USP1/UAF1 deubiquitinase complex | Potency, µM (titrated, usually from 57.1 µM), for inactives: at the top dose activity change, negative = inhibition, hits mostly inhibitors | recombinant USP1/UAF1, Ub-Rhodamine cleavage fluorescence | hit rate 0.23% among 390,000 | O94782; also: potency is read from the fitted curve at half-maximal effect; % is scaled to controls: 0 for no effect and ±100 for the full control effect; nearly all actives have a fitted effect of over 60% in size; inactives centre near -12
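1 nM enzyme complex + cpd, 15 min RT; start with Ub-Rho 150nM final; kinetic fluorescence ex 480/em 540, 6 reads q60 s. Buffer 50mM HEPES pH 7.8, 0.5mM EDTA, 0.1 mg/ml BSA, 1mM TCEP, 0.01% Tween-20.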
GLS inhibitor: glutaminase GLS (human) inhibition | O94925 | GLS enzymatic activity, qHTS titration | Potency, µM (highest dose often 45.5 µM), inactives show at the highest dose activity change, negative = inhibition, usual class: inhibitors | hit rate 0.21% among 410,000 | AID 624170; also: potency is read from the fitted curve at half-maximal effect; % is scaled to controls: 0 for no effect and ±100 for the full control effect
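Human kidney-isoform GLS in 45 mM KH2PO4 pH 8.2, 0.02% Tween-20, with compound, started with 1mM L-Glutamine (added stock). Glutamate oxidase/HRP/Amplex red coupled fluorescence read at start and after 30 min at RT.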
Tb PGK inh: blocks T. brucei phosphoglycerate kinase; PGK/GAPDH coupled, Kinase-Glo luminescence, 60 min; P07378; Potency, µM (series often up to 57.5 µM), for inactives: top-dose activity change, negative = inhibition, most hits filed as inhibitors; hit rate 0.043% among 380,000; also: potency is read from the fitted curve at half-maximal effect; % is scaled to controls: 0 for no effect and ±100 for the full control effect; nearly all actives have a fitted effect of over 60% in size
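Luminescent ATP detection (Kinase-Glo Plus) follows a 60-minute room-temperature incubation, with wells lacking PGK as controls. Buffer: 100 mM TEA (pH 7.6), 5 mM MgCl2, 0.01% Tween-20. Coupling enzyme GAPDH (100 nM final) supplies unstable 1,3-BPG in-well.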
PI4K2A block: blocks human PI4K2A kinase activity; purified PI4K2A, ADP-Glo luminescence, 1 h; stronger effect = lower value; Q9BTU6; hit rate 0.13% among 420,000; activity change, negative = inhibition, % at 76.9 µM; AID 1346378; in the data active = activity change below about -50%; inconclusive = mostly about -30% to -49%;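 also: -100% = wells without enzyme as full effect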
Target sequence (Q9BTU6 whole entry, looked up): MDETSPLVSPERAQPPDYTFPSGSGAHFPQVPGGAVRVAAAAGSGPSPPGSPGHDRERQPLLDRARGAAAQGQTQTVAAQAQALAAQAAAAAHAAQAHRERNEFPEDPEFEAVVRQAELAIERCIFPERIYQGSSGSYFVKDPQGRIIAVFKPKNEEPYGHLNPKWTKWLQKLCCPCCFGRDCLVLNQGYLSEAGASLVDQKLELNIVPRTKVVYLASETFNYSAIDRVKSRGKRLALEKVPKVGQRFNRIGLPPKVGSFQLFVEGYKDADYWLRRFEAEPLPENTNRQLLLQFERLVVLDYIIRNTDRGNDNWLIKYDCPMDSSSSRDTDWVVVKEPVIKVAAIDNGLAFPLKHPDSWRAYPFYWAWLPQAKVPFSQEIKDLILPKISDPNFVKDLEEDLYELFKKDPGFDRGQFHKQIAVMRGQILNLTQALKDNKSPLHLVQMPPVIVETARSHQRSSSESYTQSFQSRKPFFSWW
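In this quantitative HTS, ADP production by PI4K2A was quantified luminescently after 1 h at ambient temperature; 100 microM adenosine served as plate-quality control.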
HP1b binding inh: HP1-beta chromodomain-methylated histone interaction inhibition; AlphaScreen HP1-beta / biotin-H3K9me3 peptide binding; Potency, µM (highest dose often 114 µM), for the others: at the highest dose activity change, negative = inhibition, most hits filed as inhibitors; hit rate 0.56% among 390,000; also: potency is read from the fitted curve at half-maximal effect; nearly all actives have a fitted effect of over 70% in size; inactives centre near 23
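Compound inhibition of the preformed complex between 50 nM HP1-beta and 50 nM biotinylated H3K9me3 peptide was read by AlphaScreen. Buffer was PBS pH 7.4 with 0.01% Tween-20. Incubations ran 30 min at room temperature, with 10 ug/mL donor/acceptor beads.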
mIDH1 inhibitor: human IDH1 R132H inhibition; O75874; Potency, µM (series often up to 76.6 µM), for the others: at the highest dose activity change, negative = inhibition, hits mostly inhibitors; IDH1-R132H enzyme, NADPH consumption, diaphorase/resazurin fluorescence; hit rate 0.093% among 390,000; also: potency is read from the fitted curve at half-maximal effect; % is scaled to controls: 0 for no effect and ±100 for the full control effect; nearly all actives have a fitted effect of over 65% in size
Target sequence (O75874 whole entry R132H, stated change not applied): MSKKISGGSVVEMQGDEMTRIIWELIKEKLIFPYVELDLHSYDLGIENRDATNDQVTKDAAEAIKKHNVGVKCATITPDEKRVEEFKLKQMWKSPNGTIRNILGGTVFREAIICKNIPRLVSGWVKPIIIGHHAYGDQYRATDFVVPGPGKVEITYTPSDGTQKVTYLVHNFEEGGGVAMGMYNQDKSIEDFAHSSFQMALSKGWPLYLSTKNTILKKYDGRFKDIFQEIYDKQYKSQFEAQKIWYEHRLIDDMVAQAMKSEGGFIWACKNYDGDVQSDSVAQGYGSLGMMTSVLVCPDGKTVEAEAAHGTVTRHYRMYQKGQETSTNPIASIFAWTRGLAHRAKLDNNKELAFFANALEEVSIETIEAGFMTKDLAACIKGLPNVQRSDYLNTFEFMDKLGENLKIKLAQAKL
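IDH1-R132H (0.5 ug/mL) preincubated 30 min with compound, then NADPH (0.016 mM) and alpha-KG (2 mM) added; 80 min at RT, pH 7.5. Remaining NADPH coupled via diaphorase/resazurin to fluorescence (540/590 nm); concentration-response curves normalized to no-enzyme control.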
rTrxR1 inhibitor: rat TrxR1 inhibition. O89049. AID 588453. hit rate 1% among 390,000. Potency, µM (highest dose often 114 µM), inactives show top-dose activity change, negative = inhibition, hits mostly inhibitors. recombinant rTrxR1, NADPH fluorescence consumption, selenite substrate; also: potency is read from the fitted curve at half-maximal effect; % is scaled to controls: 0 for no effect and ±100 for the full control effect; nearly all actives have a fitted effect of over 65% in size
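Rat TrxR1 (90 nM in the dispensed reagent) was pre-reduced with 400 uM NADPH for 5 min at room temperature, then incubated with compound for 15 min. After 400 uM selenite was added, NADPH fluorescence (Ex 340/Em 450 nm) was followed for 8 min.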
Starred values were filed as active, the others as inactive; i = inactive; ? = inconclusive; . = no result given; [ ] = another dose, or the depositor's remark. Unless noted, calls follow the shape of the dose curve; as a rule, active = well fitted curve in the direction sought with a large enough effect; inconclusive = small, poorly fitted or top-dose-only effect, or another doubt; inactive = no such curve, though single readings can be large; an effect the other way counts as inactive or inconclusive. The list is partial; rates above refer to the full screens.

Second line of a record – TrxR1 substrate	Pin1 inhibitor	USP1-UAF1 inh	GLS inhibitor	Tb PGK inh	PI4K2A block	HP1b binding inh	mIDH1 inhibitor	rTrxR1 inhibitor
O=C(c1ccc(NC(=O)C2(c3ccccc3)CCCC2)cc1)N1CCOCC1
 : 3%[57.1 µM]	6%	1%	-2%	0%	-15	16%	-2%	8%[57.1 µM]
Cn1c(Cn2c(=O)sc3ccccc32)nnc1SCc1cccc(F)c1
 : 0%[57.1 µM]	-1%	-6%	10%	2%	-2	51%[activator]	-9%	0%[57.1 µM]
O=C(NC1CCCCC1)c1cccnc1Sc1ccccc1Cl
 : 0%[57.1 µM]	3%	-19%	8%	-3%	-3	0%	5%	2%[57.1 µM]
CC(C)N(CCc1ccncc1)C(=O)Nc1ccc(F)cc1
 : 9%	3%	-28%	-1%	-5%	-1	33%	-1%	17%
O=C(COCC(=O)N/N=C/c1ccccc1F)N/N=C/c1ccccc1F
 : 10%[57.1 µM]	0%	0%	-7%	-4%	4	8%	20%	16%[57.1 µM]
Cc1ccc(-c2ccc(/C=C/C(=O)c3ccccc3)o2)cc1
 : 4%	?	-19%	-1%	-9%	4	-6%	4%	?
CCOC(=O)/C(=N\NC(=O)c1ccccc1)c1ccccc1
 : 5%[57.1 µM]	-11%	-5%	7%	.	-2	39%[activator]	7%	15%
Cc1cc(C)c(C(=O)c2cccs2)c(C)c1
 : 2%	-5%	-11%	-8%	i	-5	107%[activator]	6%	13%
CCCOC(=O)c1ccc(S(N)(=O)=O)o1
 : -7%	16%	-3%	8%	4%	3	16%	6%	-8%
Cc1ccc(C)c(N2N=C(C(=O)N(CC(C)C)c3c(N)n(Cc4ccccc4)c(=O)[nH]c3=O)CCC2=O)c1
 : 1%	-1%	-30%	1%	3%	0	35%	-10%	17%
COc1cccc(-c2cc(N3CCN(C(=O)c4ccoc4)CC3)n3nc(-c4cccc(Cl)c4)cc3n2)c1
 : .	.	0%	19%	8%	4	.	-13%	.
COC(=O)c1c(C)oc(C)c1S(=O)(=O)NCC1CC1
 : 9%[57.1 µM]	1%	-16%	-11%	-7%	4	18%	3%	9%[57.1 µM]
c1cncc(-c2noc(-c3ccco3)n2)c1
 : 2%	5%	-9%	-4%	-8%	-8	24%	9%	-4%
COC(=O)c1c(CSc2ccc(Cl)cc2)noc1C(=O)NCc1ccco1
 : 0%[57.1 µM]	25%	-40%	3%	i	-4	30%	0%	-16%[57.1 µM]
Cc1cccc(-c2noc(CCCC(=O)NCc3ccco3)n2)c1
 : 4%	-1%	-24%	2%	10%	1	2%	-2%	5%
CN(C(=O)CSc1nncn1-c1ccccc1)c1ccccc1
 : 4%	-7%	?	?	0%	1	25%	8%	13%
COC(=O)c1cc2sc(Cl)cc2n1Cc1cc(C)ccc1C
 : -1%	?	-14%	-11%	i	1	115%[activator]	0%	18%
CC(NC(=O)COC(=O)c1ccccc1O)c1ccccc1 (configuration not stated)
 : .	.	-28%	-5%	-11%	3	.	2%	.
CCOc1cc(CN2CCN(c3cccc(C(F)(F)F)c3)CC2)ccc1OC
 : 7%	0%	-9%	25%	10%	0	?	6%	11%
CC1CCCCC1NC(=O)C1CCN(c2c3c(nc4ncnn24)CCC3)CC1 (configuration not stated)
 : -3%	3%	-10%	-4%	0%	1	10%	7%	7%
O=C(Nc1nncs1)C12CC3CC(CC(Cl)(C3)C1)C2
 : 10%[57.1 µM]	-1%	-12%	-1%	-7%	7	1%	-2%	13%[57.1 µM]
COc1ccc(-c2cc(C(F)(F)F)c(C#N)c(SCC(=O)Nc3ccc(F)cc3)n2)cc1
 : 22%	?	-23%	1%	2%	-7	27%	42%[activator]	17%
COCCn1c(SCc2nnc(-c3ccc(OC)c(OC)c3)o2)nnc1-c1ccncc1
 : 6%	-10%	-8%	0%	i	4	35%	0%	5%
O=C(O)Cc1csc(-c2ccc(F)cc2)n1
 : 4%[57.1 µM]	7%	-16%	-7%	i	4	32%	-4%	21%[57.1 µM]
COc1cc(C(=O)OC2CCN(C)CC2)cc(OC)c1OC
 : -7%	0%	-4%	11%	i	2	17%	11%	-7%
C=C(CCO)C1=CCN(S(=O)(=O)C(C)(C)C)[C@@H]1CCO
 : 1%	2%	-29%	0%	-8%	0	48%[activator]	12%	-4%
Cc1ccsc1C(=O)OCC(=O)N1CCc2ccccc2C1
 : 10%[57.1 µM]	-6%	-6%	5%	7%	3	16%	11%	31%[57.1 µM]
CCc1ccc(C(=O)NC2CCCCC2)s1
 : 6%	-6%	-15%	-2%	-2%	1	28%	2%	17%
CC(=O)c1ccc(N2CCN(C(C)C(=O)Nc3ccc4c(c3)OCCO4)CC2)cc1 (configuration not stated)
 : -6%	2%	-10%	4%	0%	-2	27%	-3%	18%
O=C(CC1(c2ccc(Cl)cc2)C2CC3CC(C2)CC1C3)NCCO (configuration not stated)
 : 7%[57.1 µM]	-4%	-9%	-3%	5%	4	46%[activator]	2%	7%[57.1 µM]
Oc1ccccc1N1CCN(c2ccc3ccccc3n2)CC1
 : -2%[57.1 µM]	0%	?	10µM*	-1%	-1	10%	3%	15%[57.1 µM]
COc1ccc(NC(=O)CCNC(=O)Cn2cnc3ccccc3c2=O)cc1OC
 : 7%[0.0914 µM]	-15%	-4%	0%	-8%	-5	23%	-2%	19%[57.1 µM]
COc1ccc(-c2cc(C(F)(F)F)nc(SCCC(=O)Nc3cccc(OC)c3)n2)cc1
 : 18%	0%	-9%	1%	-8%	-1	44%[activator]	0%	41%[activator]
CCOc1ccc(Nc2ccc3nonc3c2[N+](=O)[O-])cc1
 : -7%	1%	-1%	-3%	2%	2	-5%	-1%	-14%[57.1 µM]
CCOc1ccc(NC(=O)CCNC(=O)C2CCN(S(=O)(=O)c3ccccc3)CC2)cc1
 : -11%	0%	-7%	4%	-10%	-1	28%	-14%	-6%
CC(C)(C)OC(=O)NCc1ccc(CNC(=O)c2[nH]cnc2C(=O)N[C@@H](Cc2ccccc2)C(=O)OCc2ccccc2)cc1
 : 0%[57.1 µM]	1%	-17%	-2%	-2%	5	25%	-25%	45%
Cc1sc2ncn(CC(=O)N3CCC(C(N)=O)CC3)c(=O)c2c1S(=O)(=O)N1CC(C)CC(C)C1 (configuration not stated)
 : 5%	?	-26%	4%	-25%	4	-95%	-1%	2%
Cc1sc2ncn(CC(=O)NCCc3ccccc3)c(=O)c2c1C
 : -3%	4%	2%	1%	-4%	3	32%	-4%	-3%
CCCC(=O)Nc1ccc(NCc2ccc(C)s2)cc1
 : -5%	2%	-3%	-5%	7%	-3	?	5%	12%
COc1cc(C(=O)OCC(=O)N(C)Cc2ccccc2)cc(OC)c1OC
 : -2%	-1%	-22%	3%	-2%	-2	45%[activator]	-3%	2%
Cc1nc2[nH]c(=O)c3c(n2n1)NC1=C(C(=O)CC(C)(C)C1)C3c1ccccc1 (configuration not stated)
 : 112%[activator]	-17%	-17%	21%	5%	-3	29%	-2%	-3%
Cn1c2ccccc2c2cc(C(=O)OCC(=O)N3CC(=O)Nc4ccccc43)sc21
 : 15%	?	-9%	5%	0%	-8	40%[activator]	8%	3%
COc1ccc(NS(=O)(=O)c2ccc(C)c(C(=O)N3CCC3)c2)cc1
 : 7%	4%	-16%	-1%	-7%	4	20%	7%	19%
COc1cccc(-c2cc(C(=O)Nc3ccc([N+](=O)[O-])cn3)c3ccccc3n2)c1
 : -7%	37%[activator]	-14%	-3%	-5%	2	6%	1%	4%
COc1ccc(Cc2n[nH]c(=S)n2NC(=O)Nc2ccc(C)cc2)cc1
 : -9%	1%	-1%	7%	2%	-1	5%	0%	?
CCOC(=O)c1c(-c2ccc(C)cc2)csc1NC(=O)c1cc(=O)c2cc(C)ccc2o1
 : -2%	0%	?	-11%	.	-5	?	.	3%
COc1cccc(N2CC(C(=O)Nc3nnc(SCC(=O)NC4CCCC4)s3)CC2=O)c1 (configuration not stated)
 : -4%	-2%	-15%	1%	-8%	2	37%	4%	?
C/C(Cl)=C\Cn1c(N2CCCCCC2)nc2c1c(=O)n(C)c(=O)n2C
 : -6%	2%	0%	22%	-6%	-2	7%	-4%	4%
CC(=O)Nc1ccc(N/C=C/C(=O)c2ccco2)cc1
 : -15%	23%	-18%	19%	-17%	-7	26%	0%	?
C=C(C)CSc1nc2ccccc2c(=O)n1-c1c(C)n(C)n(-c2ccccc2)c1=O
 : 7%[57.1 µM]	-12%	-15%	-5%	4%	-2	27%	7%	9%[57.1 µM]
CCCc1nc2ccccc2c(C(=O)OCC(=O)N2CCc3ccccc32)c1CC
 : -8%	21%	-13%	-3%	-5%	3	43%[activator]	3%	-6%
O=C(CN1CCCCC1)N1CCN(S(=O)(=O)c2ccccc2)C1
 : -13%	-8%	-2%	2%	2%	-1	-15%	0%	-20%
COc1ccc(-c2cc(C(F)F)n3ncc(C(=O)Nc4c(C)n(C)n(-c5ccccc5)c4=O)c3n2)cc1
 : -2%	-7%	-15%	7%	i	0	18%	3%	9%[57.1 µM]
C/C(CCc1ccccc1)=N\NC(=O)c1ccc(CN2CCOCC2)cc1
 : 3%[57.1 µM]	-1%	-19%	6%	5%	2	9%	-7%	5%[57.1 µM]
